# Compound activity as filed in PubChem BioAssay.
# Vif-A3G inh – qHTS for Inhibitors of Vif-A3G Interactions: qHTS; DNA dC->dU-editing enzyme APOBEC-3G (Homo sapiens), Q9HC16; HeLa A3G-eYFP + Vif (tagged APOBEC3G with the HIV-1 protein that degrades it), YFP fluorescence, overnight; Potency, µM (highest dose often 46.1 µM), without a hit: top-dose activity, negative = active, hits mostly inhibitors; 0.076% of 410,000 active; AID 602310, 2012;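 note: potency is the fitted concentration of half-maximal effect; % is set by controls: 0 for no effect and ±100 for the full control effect; nearly all actives have a fitted effect of over 60% in size; hits raise eYFP signal because A3G escapes Vif-driven loss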
#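 HeLa cells stably expressing Vif and C-terminally eYFP-tagged A3G, seeded overnight at 37 deg C, then exposed to compound by pintool overnight at 37 deg C. Rise in yellow fluorescence (Ex 488/Em 500-530, Acumen) marks blocked Vif-driven A3G degradation.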
# Glioma ERSR ind – qHTS for Inducers of the Endoplasmic Reticulum Stress Response (ERSR) in Human Glioma: qHTS | U87-MG GRP78 promoter luciferase reporter, 16 h | Potency, µM, for the others: at the top dose activation, actives largely listed as activators | 0.02% of 420,000 active; note: potency is the fitted concentration of half-maximal effect; series mostly up to about 76 µM; % of control where 0% means no effect; nearly all actives have a fitted effect of over 35% in size
#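 Stably transfected U87-MG human glioma cells carrying a GRP78-based luminescent sensor were seeded at 1000 cells/well, pin-dosed with compounds and incubated 16 h. Luciferase reagent was then added, and end-point luminescence was read after 10 min at room temperature.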
# TrxR1 substrate – qHTS Assay for Substrates of Mammalian Selenoprotein Thioredoxin Reductase 1 (TrxR1): qHTS; Thioredoxin reductase 1, cytoplasmic (Rattus norvegicus), O89049; purified TrxR1 substrate turnover, NADPH consumption readout; Potency, µM (highest dose often 114 µM), for inactives: top-dose activity change, negative = substrate turnover; 0.01% of 390,000 active; note: potency is the fitted concentration of half-maximal effect; % is set by controls: 0 for no effect and ±100 for the full control effect; nearly all actives have a fitted effect of over 50% in size
#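 Rat TrxR1, dispensed at 90 nM, was prereduced with 400 uM NADPH (final) for 5 min at ~22 deg C, then incubated with compound 15 min before 400 uM selenite. A first-read NADPH fluorescence drop versus no-compound background flagged substrates.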
# mIDH1 inhibitor – qHTS for Inhibitors of mutant isocitrate dehydrogenase 1 (IDH1): qHTS; IDH1-R132H enzyme, NADPH consumption, diaphorase/resazurin fluorescence; Potency, µM (doses to about 76.6 µM), for the others: at the top dose activity change, negative = inhibition, hits mostly inhibitors; AID 602179, 2012; 0.093% of 390,000 active; note: potency is the fitted concentration of half-maximal effect; % is set by controls: 0 for no effect and ±100 for the full control effect; nearly all actives have a fitted effect of over 65% in size
#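 IDH1-R132H (0.5 ug/mL) preincubated 30 min with compound, then NADPH (0.016 mM) and alpha-KG (2 mM) added; 80 min at RT, pH 7.5. Remaining NADPH coupled via diaphorase/resazurin to fluorescence (540/590 nm); concentration-response curves normalized to no-enzyme control.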
# RXFP1 agonist – qHTS Assay for Agonists of the Relaxin Receptor RXFP1; Relaxin receptor 1 (Homo sapiens), Q9HBX9; HEK293T-RXFP1 cAMP TR-FRET, 30 min; response scale: percent of porcine relaxin response, buffer zero; Potency, µM (top dose mostly 57.5 µM), without a hit: at the highest dose activation, most hits filed as activators; 0.3% of 370,000 active; note: potency is the fitted concentration of half-maximal effect; % is set by controls: 0 for no effect and ±100 for the full control effect; nearly all actives have a fitted effect of over 60% in size; many of its hits are not listed in these tables
#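 HEK293 cells stably expressing RXFP1, treated 30 min at 37C with compounds plus PDE4 inhibitor Ro 20174; cAMP measured by HTRF TR-FRET. Normalized to buffer and 29 nM porcine relaxin; EC50 by Hill fit.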
# PI4K2A block – qHTS for small molecular inhibitors of PI4K2A | Phosphatidylinositol 4-kinase type 2-alpha (Homo sapiens), Q9BTU6 | purified PI4K2A, ADP-Glo luminescence, 1 h; stronger effect = lower value | activity change, negative = inhibition, % at 76.9 µM | 0.13% of 420,000 active | AID 1346378, 2018; in the data active = activity change below about -50%; inconclusive = mostly about -30% to -49%;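 note: -100% = wells without enzyme as full effect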
#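 In this quantitative HTS, ADP production by PI4K2A was quantified luminescently after 1 h at ambient temperature; 100 microM adenosine served as plate-quality control.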
# USP1-UAF1 inh – Inhibitors of USP1/UAF1: Primary Screen. Ubiquitin carboxyl-terminal hydrolase 1 (Homo sapiens), O94782. recombinant USP1/UAF1, Ub-Rhodamine cleavage fluorescence. 0.23% of 390,000 active. Potency, µM (highest dose often 57.1 µM), inactives show top-dose activity change, negative = inhibition, actives largely listed as inhibitors; note: potency is the fitted concentration of half-maximal effect; % is set by controls: 0 for no effect and ±100 for the full control effect; nearly all actives have a fitted effect of over 60% in size; inactives centre near -12
# Target sequence (O94782 whole entry, looked up): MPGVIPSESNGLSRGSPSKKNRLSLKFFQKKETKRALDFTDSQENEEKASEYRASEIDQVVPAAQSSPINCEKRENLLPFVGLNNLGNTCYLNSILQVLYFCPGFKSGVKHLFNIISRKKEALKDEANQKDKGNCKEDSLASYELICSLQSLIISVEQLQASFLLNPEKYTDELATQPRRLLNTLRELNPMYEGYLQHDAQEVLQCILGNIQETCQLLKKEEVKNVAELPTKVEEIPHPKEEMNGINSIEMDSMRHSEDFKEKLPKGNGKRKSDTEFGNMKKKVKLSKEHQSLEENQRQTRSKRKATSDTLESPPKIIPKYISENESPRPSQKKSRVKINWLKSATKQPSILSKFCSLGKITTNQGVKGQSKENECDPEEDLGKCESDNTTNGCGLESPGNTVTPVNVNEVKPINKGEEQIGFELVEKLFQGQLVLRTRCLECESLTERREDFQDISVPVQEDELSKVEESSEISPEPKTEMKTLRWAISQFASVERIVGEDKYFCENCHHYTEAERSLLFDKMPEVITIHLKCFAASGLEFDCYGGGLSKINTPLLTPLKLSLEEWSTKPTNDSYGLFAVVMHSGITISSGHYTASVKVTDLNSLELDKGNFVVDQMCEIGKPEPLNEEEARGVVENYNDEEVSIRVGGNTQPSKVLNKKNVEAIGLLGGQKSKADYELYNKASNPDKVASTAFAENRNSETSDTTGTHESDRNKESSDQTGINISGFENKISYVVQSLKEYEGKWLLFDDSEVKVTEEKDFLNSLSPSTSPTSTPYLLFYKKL
#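 In this screen, compounds sit with the deubiquitinase complex (1nM) for 15 min at room temperature before Ub-Rho is added at 150nM final. Fluorescence rise is then followed for 6 reads every 60 seconds.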
# Vif-APOBEC3F blk – qHTS for Inhibitors of Vif-A3F Interactions: qHTS | HeLa A3F-eYFP + Vif (tagged APOBEC3F with the HIV-1 protein that degrades it), YFP fluorescence increase | Potency, µM (doses to about 46.1 µM), for the others: top-dose activity, negative = active | 0.2% of 390,000 active | AID 602313, 2012; note: potency is the fitted concentration of half-maximal effect; % of control where 0% means no effect; nearly all actives have a fitted effect of over 65% in size
#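 HeLa cells stably expressing A3F-eYFP plus Vif, plated and incubated overnight at 37 deg C, then exposed to compounds overnight at 37 deg C. Blocked degradation read as raised yellow fluorescence (Ex 488/Em 500-530).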
# LDHA block – qHTS assay for inhibitors of human lactate dehydrogenase. activity change, % (values are at about 110 or 230 µM). purified LDHA, NADH/diaphorase-resazurin fluorescence; stronger effect = lower value. L-lactate dehydrogenase A chain (Homo sapiens), P00338. 0.15% of 480,000 active; in the data active = activity change below about -30%; inconclusive = mostly about -25% to -30%;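 note: plate controls were DMSO wells for no effect and wells without enzyme for full effect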
#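 Resorufin fluorescence (ex540/em590), read at 0 and 20 min after diaphorase/resazurin addition, reports the NADH left after a 5 min room-temperature reaction of 2 nM human LDH5 with 0.06 mM NADH and 0.2 mM pyruvate.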
# An asterisk follows results filed as active; ? = inconclusive; . = no result given; & = joins results of further samples; [ ] = dose if it differs, or a comment. Unless noted, calls come from the whole dose curve; as a rule, active = well fitted curve in the direction sought with a large enough effect; inconclusive = small, poorly fitted or top-dose-only effect, or another doubt; inactive = no such curve, though single readings can be large; an effect the other way counts as inactive or inconclusive. Some of the compounds tested (hit frequency here may not be typical).
nr	Structure	Vif-A3G inh	Glioma ERSR ind	TrxR1 substrate	mIDH1 inhibitor	RXFP1 agonist	PI4K2A block	USP1-UAF1 inh	Vif-APOBEC3F blk	LDHA block
1	COc1cccc(-c2nc(NCc3ccccc3)c3ccccc3n2)c1O	-3%	-8%	-2%	0%	4.3%	5	-23%	-10%	1
2	COc1ccc(C(=O)Nc2c(Cl)cc(Cl)cc2C(=O)N2CCC(C)CC2)cc1	-1%	-7%	5%	5%	0.1%	1	-1%	-10%	-6
3	O=C(COC(=O)CCc1ccccc1)Nc1ccccc1OC(F)F	-1%	-3%	-1%	0%	0.0%	-1	-11%	7%	-6
4	COC(=O)C1=C(NC(C)=O)CCS1	-1%	-3%	-8%	-2%	-0.7%	-6	-18%	-25%	-12
5	CSc1ccccc1OCc1cc(C(=O)N2CCCC(C)C2)no1 (stereo not drawn)	-2%	-1%	-14%	-2%	-0.1%	-2	-3%	-7%	-1
6	CCn1c(N2CCN(S(=O)(=O)CC)CC2)nc2ccccc21	-5%	11%	8%[57.1 µM]	5%	12%	-1	-15%	-9%	-4
7	CCOC(=O)c1ccc(NS(=O)(=O)c2ccc3c(c2)CCN3C(=O)CC)cc1	-2%	-3%	-9%	-9%	-1.1%	1	-15%	1%	-2
8	COc1cc(C2/C(=C(\O)c3cc(C)ccc3C)C(=O)C(=O)N2CCN(C)C)ccc1O (stereo not drawn)	1%	-7%	-9%	4%	0.0%	8	-12%	-5%	-2
9	COc1ccc([C@H]2C[C@@H](O)[C@H](n3cc(C4CC4)nn3)CN2CC2CCCCC2)cc1	2%	-1%	.	0%	.	7	-17%	-5%	-4
10	Cn1cccc1-c1cc(C(=O)O)[nH]n1	1%	-2%	4%	0%	0.1%	2	-12%	-7%	-4
11	O=S1(=O)C[C@@H](N2CCCC2)[C@H](COCc2ccccc2)N1	-3%	-5%	.	.	.	-2	.	.	-5
12	Cc1ccc(/C=C2/CNC/C(=C/c3ccc(C)cc3)C2=O)cc1	?	-12%	-3%	5%	.	4	-23%	?	-2
13	CCn1c(/C(C#N)=N/O)nc2ccccc21	0%	-1%	-19%	1%	-1.7%	-3	-21%	-7%	-3
14	O=C(/C=C/c1ccccc1Cl)NNC(=O)c1cccs1	0%	-1%	-8%	-8%	2.0%	4	0%	4%	-10
15	O=C(N/N=C/c1cccs1)C(=O)Nc1cccc(Cl)c1	-1%	-1%	3%	0%	-0.2%	-3	-7%	2%	-7
16	COCCN(C(C)=O)c1nnc(-c2cnccn2)s1	0%	-4%	-1%	-1%	-2.6%	4	-6%	-13%	-5
17	O=C(NN1C(=O)c2ccccc2NC1c1ccco1)c1ccc(Br)cc1 (stereo not drawn)	0%	0%	4%	18%	4.1%	4	-20%	-2%	-6
18	CCCn1nc([N+](=O)[O-])c(C(C#N)c2nc3ccccc3o2)c(Cl)c1=O (stereo not drawn)	-10%	-6%	-15%	3%	-2.4%	-11	-25%	5%	1
19	CCC1Sc2ccccc2N(CC(=O)NC2CCCCC2)C1=O (stereo not drawn)	1%	-3%	6%[57.1 µM]	-2%	1.9%	1	-20%	-3%	-12
20	COC(=O)c1c(C(=O)OC)c(-c2ccc(F)cc2)n2c1CSC2	0%	-2%	-5%	1%	3.3%	-1	-21%	-2%	2
21	CC(C)N(C)c1ncnc2c1ncn2[C@H]1CN(Cc2ccc(-c3ccccc3)cc2)C[C@@H](CO)O1	-3%	0%	.	.	.	-2	.	.	1
22	Cc1ccc(S(=O)(=O)n2nc(C)c(S(=O)(=O)N3CCCCCC3)c2C)cc1	2%	-1%	-2%[57.1 µM]	10%	-1.9%	-4	-13%	5%	-1
23	CC(C)OC(=O)CSc1nc(C(C)C)nc2ccccc12	2%	-2%	-3%	-2%	-0.1%	0	-24%	-6%	-5
24	Cc1cccc(N2CC(c3nc4ccc(C)cc4[nH]3)CC2=O)c1 (stereo not drawn)	-2%	-1%	2%	2%	0.7%	1	?	-1%	-4

# Arranged by the number under LDHA block (lowest first): some entries from above.
item	Molecule	TrxR1 substrate	PI4K2A block	USP1-UAF1 inh	Vif-APOBEC3F blk	LDHA block
19	CCC1Sc2ccccc2N(CC(=O)NC2CCCCC2)C1=O (stereo not drawn)	6%[57.1 µM]	1	-20%	-3%	-12
15	O=C(N/N=C/c1cccs1)C(=O)Nc1cccc(Cl)c1	3%	-3	-7%	2%	-7
16	COCCN(C(C)=O)c1nnc(-c2cnccn2)s1	-1%	4	-6%	-13%	-5
13	CCn1c(/C(C#N)=N/O)nc2ccccc21	-19%	-3	-21%	-7%	-3
22	Cc1ccc(S(=O)(=O)n2nc(C)c(S(=O)(=O)N3CCCCCC3)c2C)cc1	-2%[57.1 µM]	-4	-13%	5%	-1
21	CC(C)N(C)c1ncnc2c1ncn2[C@H]1CN(Cc2ccc(-c3ccccc3)cc2)C[C@@H](CO)O1	.	-2	.	.	1
20	COC(=O)c1c(C(=O)OC)c(-c2ccc(F)cc2)n2c1CSC2	-5%	-1	-21%	-2%	2

# The list goes on:
nr	Structure	Vif-A3G inh	Glioma ERSR ind	TrxR1 substrate	mIDH1 inhibitor	RXFP1 agonist	PI4K2A block	USP1-UAF1 inh	Vif-APOBEC3F blk	LDHA block
25	CSc1ccccc1C(=O)Nc1ccc2c(c1)OCO2	0%	-1%	2%	-1%	0.7%	-1	1%	-18%	-4
26	O=C(O)CCC(=O)N(Cc1ccco1)c1nc(-c2ccccc2)cs1	-1%	-4%	8%	-2%	1.1%	0	-6%	7%	-4
27	COC(=O)Cn1c2c(c3cc(C)ccc31)CCCC2	2%	-10%	7%	7%	-1.5%	-2	-6%	2%	-5
28	O=C(COC(=O)CCCSc1nc2ccccc2[nH]1)Nc1ccc(Cl)cc1	-2%	-2%	-15%	8%	-0.5%	5	-10%	-4%	-8
29	CCN1CCN(C(c2ccc(OC)cc2)c2c(O)cc(C)n(CCOC)c2=O)CC1 (stereo not drawn)	1%	-2%	-1%[57.1 µM]	-16%	0.0%	-1	?	0%	-5
30	Cc1ccc(COc2ccc(/C=N/NC(=O)c3nnn(-c4nonc4N)c3COc3ccc(F)cc3)cc2)cc1	-1%	5%	25%	-5%	1.9%	-4	-27%	3%	-2
31	Cc1ccc(NC2=C([N+](=O)[O-])CS(=O)(=O)C2)cc1	0%	7%	-1%[57.1 µM]	-3%	-1.1%	-28	-2%	-3%	0
32	S=c1[nH]c2cc(Cl)ccc2s1	?	-5%	8%	5%	1.0%	-1	?	-4%	-8&-11
33	[O-][n+]1ccccc1SCc1ccccc1	-3%	-1%	4%	-7%	-0.4%	6	-17%	-7%	1
34	CC(=O)N1CCc2cc(S(=O)(=O)NC(CC(C)C)C(=O)Nc3cc(C)ccn3)ccc21 (stereo not drawn)	-3%	-3%	-5%	1%	0.4%	2	-7%	-4%	-3
35	COC(=O)C1C2CC(C(Br)C2Br)C1C(=O)O (stereo not drawn)	2%	-1%	-3%	0%	.	1	-9%	-16%	-6
36	CCOc1cc(/C=N/NC(=O)CN2CCCCC2)ccc1OCc1ccccc1	0%	-5%	-7%	5%	0.2%	2	-16%	-5%	-8
37	CCN(CC)CCNC(=O)CSc1c2c(nc3cc(Cl)ccc13)CCCC2	?	-13%	4%	16%	8.6%	1	-27%	-2%	-1
38	C/C(N)=C(/C#N)C(=O)CSc1nnc(Nc2ccccc2)s1	-10%	4%	-2%	-2%	0.0%	3	-12%	-1%	-11

# Only RXFP1 agonist (2 entries from above):
cpd	Compound	RXFP1 agonist
28	O=C(COC(=O)CCCSc1nc2ccccc2[nH]1)Nc1ccc(Cl)cc1	-0.5%
29	CCN1CCN(C(c2ccc(OC)cc2)c2c(O)cc(C)n(CCOC)c2=O)CC1 (stereo not drawn)	0.0%
